MrgX1 antagonist – human MrgX1 receptor antagonism, primary screen; Q96LB2; MRGX1-HEK293 calcium flux, Fluo-4, BAM8-22 antagonism; hits give low values; B-score at 10 µM; 310,000 compounds, 1.3% hits; AID 588676;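 active means calcium-response B-score plate-corrected more than 3 library SD below zero, starting fluorescence within 5 deviations, no agonist response on first addition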;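 further: peak minus trough fluorescence over baseline after final BAM8-22 challenge near maximal dose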
Target sequence (Q96LB2 whole entry, looked up): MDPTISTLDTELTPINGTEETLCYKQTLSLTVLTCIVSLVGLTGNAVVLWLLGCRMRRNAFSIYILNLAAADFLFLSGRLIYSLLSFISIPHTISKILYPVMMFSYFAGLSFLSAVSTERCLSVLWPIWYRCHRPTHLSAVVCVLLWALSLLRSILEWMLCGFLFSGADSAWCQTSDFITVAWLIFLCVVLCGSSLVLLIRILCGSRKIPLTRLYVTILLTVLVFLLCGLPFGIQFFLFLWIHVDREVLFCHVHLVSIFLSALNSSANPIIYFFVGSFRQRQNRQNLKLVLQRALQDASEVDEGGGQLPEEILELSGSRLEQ
HIF act – HIF pathway transcriptional activation; activation, % at 7.5 µM (by protocol); U2OS HRE-luciferase reporter, luminescence; normalized: DMSO 0%, desferrioxamine 100%; 300,000 compounds, 0.32% hits;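 active means mean activation of at least 10% of the iron chelator positive control signal, with at least half of replicates also reaching 10%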
SKKanGAS inh – blocks kanamycin growth of S. pyogenes SKKanGAS strain. 300,000 compounds, 1.3% hits. AID 1662. inhibition, % at 7.5 µM. BacTiter-Glo, 6 h;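 active means mean replicate score, as percent of positive control median, at least 50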;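 further: strain carries kanamycin resistance gene driven by streptokinase promoter and grows in 40 µg/ml kanamycin; loss of luminescence reflects streptokinase promoter inhibition or plain growth inhibition; 0% = median of DMSO wells and 100% = positive control at its reference dose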
MrgX1 PAM – human MrgX1 positive allosteric modulation, primary screen | Q96LB2 | MrgX1-HEK293, Fluo-4 calcium flux, FDSS; hits give high values | B-score at 10 µM | 310,000 compounds, 0.63% hits;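 active means plate-corrected calcium response at least 3 library SD above typical, normal starting fluorescence, not activating the receptor alone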;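 further: compound read alongside a low EC10 to EC30 dose of BAM8-22 agonist; peak minus trough fluorescence over baseline measured at the second addition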
RGS4 pot – potentiators or activators of RGS4. B-score at 10 µM. 310,000 compounds, 0.92% hits. HEK293 M3R/inducible RGS4, carbachol calcium flux Fluo4; hits give low values;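 active means B-score of the integrated calcium signal more than 4 SD below the library mean, with starting fluorescence not abnormally high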;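 further: negative B-score means reduced calcium response which marks RGS4 activation or potentiation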
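Also added: carbachol at ECmax as muscarinic agonist stimulus; Assay system: HEK293 cells with stable M3R and inducible RGS4; Timing: overnight RGS4 induction, 30 min dye load 37 °C, 20 min compound RT; Measured by: Fluo4-AM (2 µM) calcium-flux fluorescence, kinetic read.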
TRPC6 inhibitor – blocks the mouse TRPC6 cation channel | HEK293-TRPC6, membrane potential dye, ACh-evoked depolarization; hits give low values | B-score at 10 µM | Q61143 | 310,000 compounds, 1.1% hits;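 active means B-score under library mean minus 3 SD, initial fluorescence not abnormally high, positive integrated signal ratio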;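 further: B-score derived from integrated fluorescence ratio over the kinetic read; more negative B-score means stronger inhibition of depolarization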
Platelet DG rel – platelet dense granule release activity | human platelet-rich plasma, SFLLRN dense granule ATP release, luminescence | inhibition, %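 (compounds screened at 7.5 µM in platelet-rich plasma)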 | 300,000 compounds, 0.22% hits | AID 1663;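 active means mean replicate score, as percent of positive control, at or above 50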
MrgX1 agonist – agonists of human MrgX1 receptor; B-score at 10 µM; Q96LB2; MrgX1-HEK293 cells, Fluo-4 calcium fluorescence, agonist mode; hits give high values; 310,000 compounds, 0.44% hits;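 active means calcium response B-score plate-corrected fluorescence ratio at least 3 library SD, with starting fluorescence B-score inside 5 SD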
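Test system: HEK293 cells stably expressing human MrgX1 receptor; amount: 15,000 cells per well; doses: compound delivered in addition one of three; times: overnight plating before 1 h dye loading; detection: Fluo-4 NW calcium-flux fluorescence, kinetic read; read-out basis: B-scored fluorescence response ratio; controls: positive and negative controls per plate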
TRPC6 act – activators of mouse TRPC6 channel. HEK293-TRPC6 membrane potential dye fluorescence; hits give high values. Q61143. 310,000 compounds, 0.13% hits. B-score at 10 µM;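 active means B-score of the integrated fluorescence ratio above library mean plus 3 SD, and starting fluorescence ratio within library mean plus 5 SD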;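 further: higher score means more depolarization so channel activation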
TRPC4 block – TRPC4 (mouse) channel inhibition; Q9QUQ5; HEK293 TRPC4beta/mu-opioid, DAMGO-evoked Fluo4 calcium flux; hits give low values; B-score at 10 µM; 300,000 compounds, 0.39% hits; AID 2247;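 active means B-score over 3 SD under the library average, no early fluorescence shift, positive overall ratio signal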
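test system = HEK293 cells with stable TRPC4beta plus mu-opioid receptor expression | detection = Fluo4 Ca2+ flux fluorescence | read-out = integrated fluorescence ratio relative to baseline, converted to per-well B score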
RGS4 inh – inhibitors of human RGS4. HEK293 M3R/RGS4 inducible, Fluo-4 calcium flux; hits give high values; triggered by carbachol at its EC20. B-score at 10 µM. 310,000 compounds, 0.45% hits. AID 463165;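 active means B-score, a plate-corrected calcium signal, over three deviations above library mean, with baseline fluorescence within five deviations of library mean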;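 further: RGS4 expression induced by doxycycline in cells with stable M3 receptor; B-score is computed from the integrated fluorescence ratio over baseline after carbachol; higher B-score means a larger calcium signal and so more RGS4 inhibition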
Target sequence (P49798 whole entry, looked up): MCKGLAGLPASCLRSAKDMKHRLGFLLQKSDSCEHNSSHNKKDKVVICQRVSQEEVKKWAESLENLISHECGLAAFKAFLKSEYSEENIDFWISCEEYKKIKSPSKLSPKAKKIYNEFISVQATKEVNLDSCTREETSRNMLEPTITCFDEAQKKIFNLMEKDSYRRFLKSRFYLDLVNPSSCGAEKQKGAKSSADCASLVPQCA
* = called active by the depositor; i = inactive; / = no result given.

No.	Structure	MrgX1 antagonist	HIF act	SKKanGAS inh	MrgX1 PAM	RGS4 pot	TRPC6 inhibitor	Platelet DG rel	MrgX1 agonist	TRPC6 act	TRPC4 block	RGS4 inh
1	CCN1CCN(CCCNC(=O)CCC(=O)N2CCOc3ccccc32)CC1	i	0.0	0	i	i	i	7	i	i	i	i
2	NC(=O)CSc1nnc(Cc2csc(Nc3ccccc3)n2)n1Cc1ccccc1	i	0.2	-16	i	i	i	6	i	i	i	i
3	O=C(NCCN1CCOCC1)c1ccc(Cl)c(Cl)c1	i	-0.2	6	i	i	i	-1	i	i	i	i
4	CN(C)c1nc(N2CCOCC2)nc(N(c2ccccc2)c2ccccc2)n1	/	-0.4	-5	/	i	i	-1	/	i	i	i
5	COc1ccc(-c2nnn(CC(=O)N(Cc3cccs3)C(C)C(=O)NC3CCCC3)n2)cc1OC (centres undefined)	i	0.5	-4	i	i	i	0	i	i	i	i
6	CCn1cc(C(=O)O)c(=O)c2cc(S(=O)(=O)N3CCCCCC3)ccc21	i	-0.6	3	i	i	i	-2	i	i	i	i
7	O=C(CSC1=NCCN1)Nc1cccc([N+](=O)[O-])c1	i	4.5	7	i	i	i	18	i	i	i	i
8	O=C(c1cccc(N2C(=O)c3ccccc3C2=O)c1)N1CCCCCC1	i	-0.3	-5	i	i	i	-1	i	i	i	i
9	Cc1cc(C)cc(NC(=O)CCN2C(=O)c3ccccc3C2=O)c1	i	-21	-5	i	i	i	10	i	i	i	i
10	CCOC(=O)C1=C(N)n2c(s/c(=C\c3ccco3)c2=O)=C(C(=O)OCC)C1c1ccco1 (centres undefined)	i	2.8	3	i	i	i	-3	i	i	i	i
11	CC(=O)Nc1scc(C)c1-c1nc2ccccc2s1	i	0.5	-13	i	i	i	-1	i	i	i	i
12	CCn1c(SCc2c(Cl)cccc2Cl)nnc1-c1nn(-c2ccccc2)ccc1=O	i	-0.8	-1	i	i	i	-10	i	i	i	i
13	Nc1cc(=O)[nH]c(SCC(=O)Nc2ncc(C(F)(F)F)cc2Cl)n1	i	0.1	-3	i	i	i	-1	i	i	i	i
14	Cc1ccc(N2CC(c3nc4ccccc4n3C)CC2=O)cc1 (centres undefined)	i	0.1	1	i	i	i	-2	i	i	i	i
15	CC(=O)C1=C(O)C(=O)N(c2ccccn2)C1c1ccccc1[N+](=O)[O-] (centres undefined)	i	1.2	5	i	i	i	-4	i	i	i	i
16	Cc1cc(C)cc(NC(=O)Nc2ccc(NC(=O)c3ccccc3O)cc2)c1	i	-0.5	12	i	i	i	-1	i	i	i	i
17	FC(F)(F)c1cc(-c2cccs2)nc(N2CCOCC2)n1	i	0.5	-9	i	i	i	2	i	i	i	i
18	O=C(Nc1ccc(N2CCCCC2)cc1)c1cc(S(=O)(=O)N2CCOCC2)ccc1F	i	-0.5	5	i	i	i	-1	i	i	i	i
19	O=C(NNC(=O)C1CCN(c2ncccn2)CC1)c1ccc(F)cc1	i	-0.3	-5	i	i	i	-2	i	i	i	i
20	O=S(=O)(NC1CCCCC1Oc1ccccc1)c1ccc(Cl)cc1 (centres undefined)	i	-0.3	-3	i	i	i	-4	i	i	i	i
21	Clc1ccc(-c2c[n+](Cc3cccc(Cl)c3)c3n2CCC3)cc1	i	-0.4	-8	i	i	i	-1	i	i	-6*	i
22	O=C(COc1ccc(Cl)cc1)NNC(=O)c1ccccc1C(=O)O	i	-0.3	9	i	i	i	-4	i	i	i	i
23	CC(C)(C)c1ccc(SCC(N)=O)cc1	i	-0.4	-1	i	i	i	4	i	i	i	i
24	NS(=O)(=O)c1ccc(CCNC(=O)c2cc([N+](=O)[O-])ccc2N2CCCCC2)cc1	i	0.6	3	i	i	i	3	i	i	i	i
25	COc1ccc(NC(=O)C(C)SCc2ccccc2)cc1OC (centres undefined)	i	0.0	2	i	i	i	-8	i	i	i	i
26	Cn1c(SCC(=O)N2CCN(c3ccccc3)CC2)nnc1-c1ccncc1	i	0.5	4	i	i	i	6	i	i	i	i
27	O=C(/C(N=Nc1cccc(C(F)(F)F)c1)=C(/O)c1cccs1)C(F)(F)F	i	2.6	24	i	-9.2*	i	24	i	i	i	i
28	COc1ccccc1N1CCN(C(=O)C(=O)c2c(C)[nH]c3ccccc23)CC1	i	-0.1	-1	i	i	i	-5	i	i	i	i
29	CCCCCCCC(=O)NNC(=O)c1ccc(F)cc1	i	-0.3	-7	i	i	i	4	i	i	i	i
30	CCC(=O)c1ccc(OCC(=O)OCC(=O)N2c3ccccc3NC(=O)C2(C)C)cc1	i	0.5	-19	i	i	i	11	i	i	i	i
31	CC1CCN(S(=O)(=O)c2cc(Br)cc(C(=O)NC3=NCCS3)c2)CC1	i	1.1	4	i	i	i	4	i	i	i	i
32	Cc1ccc(N(CC(=O)N2CCCC2)S(C)(=O)=O)c(C)c1	i	-0.4	-5	i	i	i	-1	i	i	i	i
33	O=S(=O)(Nc1cccc(-n2cnnn2)c1)c1ccccc1F	i	-0.6	1	i	i	i	-10	i	i	i	i
34	Cc1nc(N2CCN(Cc3ccc4c(c3)OCO4)CC2)nc2c1C(=O)CC(c1ccco1)C2 (centres undefined)	i	-0.9	6	i	i	i	-3	i	i	i	i
35	O=S(=O)(c1ccc(F)cc1)N1CCC(O)(c2ccc3c(c2)OCO3)CC1	i	-0.2	4	i	i	i	-2	i	i	i	i
36	O=S(=O)(Nc1cccc2ccccc12)N1CCCC1	i	0.8	7	i	i	i	-2	i	i	i	i
37	CCN(C(=O)c1cc(Cl)ccc1Cl)C1CCS(=O)(=O)C1 (centres undefined)	i	-0.4	-7	i	i	i	7	i	i	i	i
38	CSc1ccc(CNCC(O)c2ccccc2)cc1 (centres undefined)	i	0.2	-1	i	i	i	2	i	i	i	i
39	O=C(c1cc(-c2ccc(Br)cc2)on1)N1CCCCCC1	i	2.3	0	i	i	i	1	i	i	i	i
40	O=C(Nc1cccc(O)c1)C(=O)Nc1ccccn1	i	-0.6	18	i	i	i	71*	i	i	i	i
41	CCOC(=O)c1c(C)c2c(=O)[nH]cnc2n1-c1ccccc1	i	0.8	-4	i	i	i	-4	i	i	i	i
42	Cc1ccc(C(C)C)c(OCc2nnc(SCC(=O)Nc3nccs3)n2C)c1	i	-0.3	6	i	i	i	0	i	i	i	i
43	O=C(O)c1ccc(Cl)c(S(=O)(=O)Nc2ccccc2Cc2ccccc2)c1	i	-0.5	12	i	i	i	-6	i	i	i	i
44	O=C(NCCN1CCOCC1)C1CCC(CNS(=O)(=O)c2ccc(Cl)cc2)CC1 (centres undefined)	i	1.3	5	i	i	i	-1	i	i	i	i
45	Cc1c(C(=O)NNc2c(Cl)cccc2Cl)n(C)oc1=O	i	0.7	-3	i	i	i	5	i	i	i	i
46	Cc1occc1C(=O)NCc1ccccc1F	i	0.2	-3	i	i	i	-9	i	i	i	i
47	COc1cccc(-c2nnc(N(C)C(=O)C3CCOC3)s2)c1 (centres undefined)	i	4.6	-3	i	i	i	7	i	i	i	i
48	O=C(O)c1cccc(NC(=O)C23CC4CC(C2)CC(n2cnc(Cl)n2)(C4)C3)c1	i	-0.4	1	i	i	i	-2	i	i	i	i
49	CNC(=O)CSc1nnc(-c2ccco2)n1-c1ccccc1	i	-1.1	-3	i	i	i	9	i	i	i	i
50	COc1cc(/C=C2/NC(=O)NC2=O)cc(Br)c1OCc1ccccc1	i	-0.4	-11	i	i	i	4	i	i	i	i
51	CC(C)(C)N(Cc1ccccc1)C(=O)COC(=O)CN1C(=O)NC2(CCCC2)C1=O	i	-0.1	27	i	i	i	7	i	i	i	i
52	CCn1c(=O)c(C(=O)NCc2ccc(F)cc2)c(O)c2ccccc21	i	0.1	23	i	i	i	0	i	i	i	i
53	O=C(Nc1ccccc1)[C@@H]1CC=C[C@@H]2CCN(C3CCCCC3)C(=O)[C@@H]21	i	0.8	3	i	i	i	4	i	i	i	i
54	COc1ccccc1N1CCN(c2nnc(-c3ccc(F)cc3)c3ccccc23)CC1	i	-0.5	46	i	i	i	-4	i	i	i	i
55	COCCOc1ccc(C(F)(F)F)cc1NC(=O)c1ccccc1F	i	0.1	4	i	i	i	-14	i	i	i	i
56	C#CCOc1ccc(/C=C2/C(=O)NN(c3ccccc3)C2=O)cc1OC	i	0.9	-1	i	i	i	2	i	i	i	7.2*
57	COc1ccc(C(=O)N/C(=C\c2ccccc2)C(=O)NC(CC(C)C)C(=O)O)cc1 (centres undefined)	i	0.1	1	i	i	i	-4	i	i	i	i
58	CN(C)CCCN(C(=O)c1ccco1)c1nc2c(F)cc(F)cc2s1	i	0.9	-4	i	i	-7.1*	3	i	i	i	i
59	COc1cc(S(=O)(=O)NC(C)C)ccc1Cl	i	/	-4	i	i	i	-7	i	i	i	i
60	C/C(=N\NC(=O)c1ccccc1O)C1C(=O)c2ccccc2C1=O	i	0.8	52*	i	i	-5.5*	7	i	i	i	i

Other compounds
No.	Structure	MrgX1 antagonist	HIF act	SKKanGAS inh	MrgX1 PAM	RGS4 pot	TRPC6 inhibitor	Platelet DG rel	MrgX1 agonist	TRPC6 act	TRPC4 block	RGS4 inh
61	CCOC(=O)/C(C#N)=C/c1cn(CCC(=O)O)nc1-c1ccc(Br)cc1	i	0.1	-1	i	i	i	-5	i	i	i	i
62	Cc1cccc(C(CC(=O)NCc2ccco2)c2ccccc2)c1O (centres undefined)	i	-0.9	5	i	i	i	2	i	i	i	i
63	CSc1nc(-c2ccc(C)cc2)nc(C(Cl)Cl)n1	i	-0.6	-1	i	i	i	1	i	i	i	i
64	O=[N+]([O-])c1cnn(-c2nc(-c3ccco3)cc(C(F)(F)F)n2)c1	i	0.6	11	i	i	i	9	i	i	i	i
65	Cc1c(Cl)cccc1NC(=S)NCC(c1cccnc1)N(C)C (centres undefined)	i	-0.2	5	i	i	i	1	i	i	i	i
66	CC1CCN(Cc2nc3c(c(=O)n(C)c(=O)n3C)n2CCCc2ccccc2)CC1	i	0.0	-3	i	i	i	2	i	i	i	i
67	C/C=C(\C)C(=O)N1CC2(CC(c3cccc(NC(=O)CCCCC)c3)=NO2)C[C@@H]1C(N)=O (some centres undefined)	i	-6.2	3	i	i	i	-8	i	i	i	i

From PubChem BioAssay
